AMA1-RON2 inh = disrupts binding of P. falciparum AMA1 to RON2 | Potency, µM (highest dose often 58.2 µM), for the others: at the top dose activity change, negative = inhibition, actives largely listed as inhibitors | 360,000 compounds, 0.2% hits | AlphaScreen AMA1-biotinylated RON2 peptide binding | AID 720542;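 note: potency is the fitted concentration of half-maximal effect; 0% = vehicle wells and -100% = peptide control; nearly all actives have a fitted effect of over 45% in size; some results filed as inactive show a strong effect at the top dose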
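AMA1 (3D7) with his tag at 25 nM final met compounds first, then biotinylated RON2 peptide at 25 nM; detection used donor plus acceptor beads, 10 µg/mL apiece, read by AlphaScreen after 30 min at room temperature.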
AmpC detergent = AmpC beta-lactamase inhibition with detergent present; P00811; AmpC hydrolysis of nitrocefin, absorbance 480 nm, 0.01% Triton; Potency, µM (series often up to 114 µM), without a hit: top-dose activity change, negative = inhibition, actives largely listed as inhibitors; 370,000 compounds, 0.041% hits; AID 485294;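 note: potency is the fitted concentration of half-maximal effect; 0% = no-compound wells and -100% = no-enzyme wells; nearly all actives have a fitted effect of over 25% in size; some results filed as inactive show a strong effect at the top dose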
Target sequence (P00811 whole entry, looked up): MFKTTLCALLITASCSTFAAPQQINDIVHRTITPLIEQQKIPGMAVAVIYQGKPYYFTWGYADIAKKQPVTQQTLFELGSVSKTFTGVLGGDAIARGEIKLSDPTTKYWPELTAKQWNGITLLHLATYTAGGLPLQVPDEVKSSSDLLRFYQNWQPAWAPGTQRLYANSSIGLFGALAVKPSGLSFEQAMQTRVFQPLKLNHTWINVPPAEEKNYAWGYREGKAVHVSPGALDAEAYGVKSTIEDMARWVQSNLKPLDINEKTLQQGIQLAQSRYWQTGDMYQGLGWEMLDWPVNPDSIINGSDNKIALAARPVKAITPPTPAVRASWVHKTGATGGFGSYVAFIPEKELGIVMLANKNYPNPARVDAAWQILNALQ
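20 mM phosphate pH 7.0 + 0.01% (detergent screen) or 0.0001% Triton X-100; 5.3 nM AmpC reagent; cpd preinc 15 min RT; nitrocefin (800 uM stock) to start; A480 q20 s × 4 min; Activity was normalised to no-enzyme and no-compound control wells.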
CHX counter = affects cycloheximide protein synthesis inhibition readout, counter-screen; 300,000 compounds, 12% hits; cell reporter, cycloheximide protein synthesis inhibition counterscreen; max response, %; AID 2314; in the data active = max response mostly above about 13%, no sharp cut-off; inactive = mostly below about 14%; note: read at 38.3 µM for the half of the compounds with a filed dose; 0% is about no effect
HCMV antiviral = human cytomegalovirus inhibition | activity change, negative = inhibition, % at 57.5 µM | AID 1259415 | 410,000 compounds, 4.5% hits | HFF cells, HCMV-luciferase reporter, 72 h; hits give low values; in the data active = activity change below about -60%; inconclusive = no clear call, values can overlap the other calls; inactive = above about -39%; note: % is set by controls: 0 for no effect and ±100 for the full control effect
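Inhibition of viral replication was scored as loss of reporter luminescence in HFFs infected with HCMV-luciferase (MOI 1 PFU/cell) for 72 h; compounds tested at 2 doses, normalized to buffer and Salinomycin controls.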
Shiga inhibitor = blocks Shiga toxin action in Vero cells; Vero cells, Shiga toxin protein synthesis inhibition reporter; inhibition, % at 38.7 µM; 290,000 compounds, 9.2% hits; in the data active = inhibition mostly above about 28%, no sharp cut-off; inactive = mostly below about 43%; note: 0% is about no effect
FBPA Giardia inh = blocks Giardia fructose-bisphosphate aldolase activity. purified Giardia FBPA. Potency, µM (top dose mostly 59.6 µM), for the others: top-dose activity, negative = inhibition, actives largely listed as inhibitors. 290,000 compounds, 0.71% hits. AID 2451; note: potency is the fitted concentration of half-maximal effect; % is set by controls: 0 for no effect and ±100 for the full control effect; nearly all actives have a fitted effect of over 55% in size
Target sequence (A8B2U2 whole entry, looked up): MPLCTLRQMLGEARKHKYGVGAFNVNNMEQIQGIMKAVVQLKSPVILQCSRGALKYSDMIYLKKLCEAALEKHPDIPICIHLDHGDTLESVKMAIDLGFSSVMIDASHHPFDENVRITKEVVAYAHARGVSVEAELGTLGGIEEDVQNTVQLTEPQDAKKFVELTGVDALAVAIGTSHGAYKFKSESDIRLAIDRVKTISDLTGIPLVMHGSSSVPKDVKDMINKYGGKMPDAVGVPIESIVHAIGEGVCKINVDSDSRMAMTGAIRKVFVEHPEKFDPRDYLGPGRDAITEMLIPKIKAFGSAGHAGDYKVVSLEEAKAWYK
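40 nM FBPA preincubated 10 min at RT with compound (up to 57.5 uM final), then substrate plus GAPDH/TPI/NAD/arsenate coupling and diaphorase/resazurin added. Fluorescence read after 20 min at RT, 525/598 nm.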
AmpC inh no detg = inhibitors of E. coli AmpC beta-lactamase without detergent; P00811; AmpC nitrocefin hydrolysis, absorbance 480 nm, 0.0001% Triton; Potency, µM (highest dose often 57.1 µM), inactives show top-dose activity change, negative = inhibition, actives largely listed as inhibitors; 330,000 compounds, 0.52% hits; AID 485341;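 note: potency is the fitted concentration of half-maximal effect; plate controls were no compound for no effect and no enzyme for full effect; nearly all actives have a fitted effect of over 20% in size; some results filed as inactive show a strong effect at the top dose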
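20 mM phosphate pH 7.0 + 0.01% (detergent screen) or 0.0001% Triton X-100; 5.3 nM AmpC reagent; cpd preinc 15 min RT; nitrocefin (800 uM stock) to start; A480 q20 s × 4 min; Activity was normalised to no-enzyme and no-compound control wells.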
* = called active by the depositor; ? = inconclusive; . = no result given; & = joins results of further samples; [ ] = dose if it differs, or a comment. Unless noted, calls come from the whole dose curve; as a rule, active = well fitted curve in the direction sought with a large enough effect; inconclusive = small, poorly fitted or top-dose-only effect, or another doubt; inactive = no such curve, though single readings can be large; an effect the other way counts as inactive or inconclusive.

SMILES	AMA1-RON2 inh	AmpC detergent	CHX counter	HCMV antiviral	Shiga inhibitor	FBPA Giardia inh	AmpC inh no detg
CC1(C)C(=O)Nc2ccccc2N1C(=O)COC(=O)CSc1ccc(F)cc1	0%	0%	.	-2	.	.	-21%
O=C(c1ccc(F)cc1)N1CCC(C(=O)N2CCN(Cc3ccc4c(c3)OCO4)CC2)CC1	46%[activator]	-21%	.	-1	.	.	117%[activator]
O=C(Nc1ccc(C(=O)N2CCC(N3CCCC3)CC2)cc1)c1ccc(Br)o1	-16%	2%	.	.	.	.	1%
CCOc1ccccc1Nc1ccc(C(=O)O)cc1N	-3%	-4%	10	-22	-6	-5%	-19%
CCOC(=O)c1cc2sc(C)cc2n1CC(=O)NCCc1ccccc1	2%	?	-2	-8	-14	2%	16%
Cc1ccc(C)c(OCC(=O)O/N=C(\N)c2ccccn2)c1	17%	?	28*	35	88*	2%	-3%
Cc1ccccc1CSc1nccn1-c1ccccc1	?	-12%	-2	-34	-6	-9%	-6%
O=[N+]([O-])c1ccccc1S(=O)(=O)Nc1cccc(S(=O)(=O)N2CCCC2)c1	10%	.	.	-13	.	.	-17%
CCn1ccc(C(=O)Nc2sc3c(c2C(=O)OC)CCC3)n1	72%[activator]	-10%	10	?	16	.	77%[activator]
CCS(=O)(=O)N1CCCC(C(=O)NCCCOC(C)C)C1 (stereo not given)	10%	-4%	3	?	-8	4%	-9%
COc1ccc(CN2CCCC(C(=O)c3cccc(Cl)c3)C2)cc1 (stereo not given)	0%	?	0	-14	-10	6%	-3%
COc1cc(CN2CCC(C(=O)N3CCN(c4ccccc4F)CC3)CC2)cc(OC)c1OC	-20%	-4%	-3	47	-4	-20%	48%
O=C(NC1CC2CCCC(C1)N2C(=O)Nc1ccccc1)c1ccncc1 (stereo not given)	3%	?	0	-5	-22	5%	-22%
COc1cc(-c2nn3c(COc4ccccc4)nnc3s2)cc(OC)c1OC	-1%	-10%	-3	41	40	7%	4%
Cc1cccc(NC(=O)CCNS(=O)(=O)c2cccc3nonc23)c1	11%	13%&5%	9	12&10	-5	-12%	-3%
NC(=O)C1CCN(C(=O)c2ccc(-c3ccccc3Cl)o2)CC1	7%	-1%	.	8	.	.	39%
CCc1csc(CCNC(=O)C2CCC(=O)N(Cc3cccc(C(F)(F)F)c3)C2)n1 (stereo not given)	-8%	2%	-3	-27	3	.	106%[activator]
CC(=O)Oc1cccc(N2C(=O)CC(Nc3ccc(N4CCOCC4)cc3)C2=O)c1 (stereo not given)	-4%	?	49*	28	58*	?	-3%
O=C(Cn1nc(-c2ccccc2Cl)ccc1=O)Nc1ccccc1-c1ccccc1	-14%	-2%	-1	-64*	-6	2%	-18%
CC(=O)OC(C(=O)NCCc1ccccc1)c1cccnc1 (stereo not given)	16%	?	-1	-4	-5	2%	-8%
Cc1ccc(C(=O)N/N=C/c2ccc(OC(=O)c3ccccc3Cl)cc2)cn1	-2%	-6%	14*	-4	26	.	-18%
CCc1ccccc1NC(=O)c1cc([N+](=O)[O-])ccc1N1CCOCC1	2%	-8%	12	10	-21	.	-3%
CCOc1ccc(C(=O)NCCCn2ccnc2)cc1	-2%	?	-3	30	-8	-8%	-18%
Cc1nc2ccc(NC(=O)c3ccc(S(=O)(=O)N(C)C)cc3)cc2s1	-6%	-7%	12	32	15	1%	-9%
Cc1ccc(/C=C/C(=O)NC(C)c2ccccc2)cc1 (stereo not given)	8%[2.32 µM]	-10%	-3	-25	24	0%	-24%
CNC(=O)C(=O)N/N=C/c1ccccn1	60%[activator]	-1%	7	-27	35	-28%	1%
COc1cc2nc(C3CC3)n(NC(=O)c3ccc(F)cc3)c(=O)c2cc1OC	-7%	3%	-1	8	-11	0%	-21%
COc1ccc(CCN(C)C(=O)c2cc(S(=O)(=O)NCc3ccccc3)ccc2C)cc1OC	58%[activator]	-3%	.	?	.	.	56%
COc1ccccc1NC(=O)c1ccc2nc(N3C(=O)CCC3=O)sc2c1	17%	3%	8	21	36	2%	28%
CC1CCN(C(=O)CCNS(=O)(=O)c2ccc3c(c2)oc(=O)n3C)CC1	-1%	2%	-2	-13	-3	.	-2%
CCN(c1ccccc1)S(=O)(=O)c1ccc(C(=O)N2CCOCC2)cc1	-3%	.	.	-17	.	.	1%
CCOc1cc(S(=O)(=O)Nc2ccc(Cl)cn2)ccc1F	-3%	-5%	-1	-33	-12	-4%	-15%
O=C(NCCOc1cccnc1)C1CCC(=O)N(Cc2ccccc2F)C1 (stereo not given)	-1%	?	-2	16	-8	-8%	-15%
COC(=O)C1=C(C)OC(N)=C(C#N)C1c1ccc(OC)c(CSc2ccccn2)c1 (stereo not given)	-15%	1%	-2	30	2	-3%	0.22µM*
COc1ccc(/C=N/Nc2nc(-c3ccc(C)cc3)c(C#N)c(=O)[nH]2)cc1	29%	-9%	-3	-28	.	?	-26%
Nc1cc(=O)[nH]n1C1CCN(c2ccccc2)CC1	-18%	7%	-4	-11	3	13%	-4%
COC(=O)Cn1cnc2c(Cl)nc(F)nc21	5%	.	.	-13	.	.	-21%
COc1ccc(Cl)cc1C(=O)NCCN1CCOCC1	6%	-4%	-3	56	7	6%	-28%
CCOc1ccccc1C(C(=O)NCCOC)N(CCOC)C(=O)Cn1nnc2ccccc21 (stereo not given)	-2%	3%	-1	13	-11	3%	-2%
C/C(=N/N=C(/N)SCc1ccccc1)C(C)(C)C	-3%	-2%	27*	80	37	-10%	-19%
O=S(=O)(c1ccc(NCCOCCO)nc1)N1CCCCC1	-11%	4%	.	35	.	.	-16%
CCCCn1cc(C(C)(C)C)c(C#N)c1NC(C)=O	-5%	-9%	-6	-19	-9	-2%	3%
O=C(c1cc2cc(Br)ccc2o1)N1CCOCC1	3%	4%	19*	-5	50*	4%	-21%
O=C1CC(c2nc3ccccc3[nH]2)CN1c1ccccc1 (stereo not given)	1%	-13%	8	3	7	0%	-5%
Cc1ccc(C(=O)CN(C(=O)c2ccc(Cl)cc2)N2C(=O)CCC2=O)cc1	1%	?	1	7	1	2%	-8%
COC(=O)c1[nH]c(C)c(/C(O)=C2\C(=O)C(=O)N(CCN(C)C)C2c2ccccc2OC)c1C (stereo not given)	32%[activator]	?	-2	-5	-2	3%	-21%
CC(=O)c1nccs1	-7%	3%	.	.	.	.	1%
COC(=O)C(C)N1C(=O)S/C(=C/c2cc(C)n(C(C)C)c2C)C1=O (stereo not given)	-27%	-14%	38*	14	106*	-4%	-3%

Of the compounds above, these contain bromine.
SMILES	AMA1-RON2 inh	AmpC detergent	CHX counter	HCMV antiviral	Shiga inhibitor	FBPA Giardia inh	AmpC inh no detg
O=C(Nc1ccc(C(=O)N2CCC(N3CCCC3)CC2)cc1)c1ccc(Br)o1	-16%	2%	.	.	.	.	1%
O=C(c1cc2cc(Br)ccc2o1)N1CCOCC1	3%	4%	19*	-5	50*	4%	-21%

More structures.
SMILES	AMA1-RON2 inh	AmpC detergent	CHX counter	HCMV antiviral	Shiga inhibitor	FBPA Giardia inh	AmpC inh no detg
COc1ccc(C(=O)OCC(=O)N2CCCCC2)cc1[N+](=O)[O-]	1%	-4%	11	56	20	3%	-11%
Cc1cc(OCC(=O)OCC(=O)c2c(N)n(C)c(=O)n(C)c2=O)ccc1Cl	33%[activator]	4%	.	-8	.	.	70%[activator]
COc1cc(NC(=O)C2=CC(c3cccs3)=NS(=O)(=O)N2C)cc(OC)c1OC	-17%	10%	-3	-21	12	-6%	7%
Nc1nn(-c2cccc(F)n2)cc1-c1ccc(Cl)cc1	-11%	-2%	23*	-3	77*	5%	-16%
O=C(COC(=O)c1cccc(-n2cnnn2)c1)Nc1c(Cl)cccc1C(F)(F)F	-13%	-10%	-2	38	-13	.	-28%
Cc1cc(NC(=O)CCC(=O)N(Cc2ccco2)C2(C(=O)NC3CCCC3)CCCCC2)no1	-7%	?	1	-11	3	11%	9%
Cc1ccnc(NC(=O)CCC(=O)N(CC(=O)NCc2ccc(F)cc2)c2ccc(F)cc2)c1	-10%	3%	-5	?	-10	.	2%
COc1ccc(CCn2c(C)ccc2C)cc1OC	.	?	-3	.	10	-20%	51%
CC1CCCC(NC(=O)COC(=O)[C@@H](NC(=O)c2ccc(F)cc2)C(C)C)C1C (stereo not given in full)	11%	.	.	15	.	.	52%
O=C(Nc1cc([N+](=O)[O-])ccc1F)c1ccc2ccccc2c1	-12%	0%	5	108	4	-2%	-16%
O=C(Cc1ccccc1)Nc1c(Cl)ccc2nsnc12	-16%	?	-1	-7	-7	-1%	-13%
CN(C(=O)C1CCCN1S(=O)(=O)c1ccc(Cl)cc1)c1ccccc1 (stereo not given)	-10%	?	.	4	.	.	3%
CC1(C)CC(=O)C=C(NNC(=O)c2ccc(N)cc2)C1	44%[activator]	-7%	6	-25	6	-1%	-54%
COC(=O)c1ccc(C(=O)Nc2nc3cc(N)c(C)cc3s2)cc1	5%	-7%	-1	?	18	2%	-7%
CCCOc1ccc(N2C(=O)C3ON(c4ccccc4)C(c4ccc(O)c(OC)c4)C3C2=O)cc1 (stereo not given)	0%	?	-1	9	-14	-6%	2%
Cc1sc(NC(=O)/C=C/C(=O)O)c(C(N)=O)c1-c1ccc(C(C)(C)C)cc1	-14%	3%	1	?	11	17%	-9%
COc1ccc(Cl)cc1NC(=O)CN(C)CC(=O)N(CC(C)C)c1c(N)n(CC(C)C)c(=O)[nH]c1=O	29%	.	.	-18	.	.	49%
COC(=O)c1ccc(OC(=O)c2ccc(OC)cc2)c(OC)c1	5%	-7%	15	39	45	-3%	1%
Cc1ccc(NC(=O)CSc2n[nH]c(-c3ccco3)n2)cc1	-4%	-2%	28*	32	45	-3%	-8%
O=[N+]([O-])c1ccc(N2CCN(CCO)CC2)cc1Sc1ccccn1	-2%	-3%	-6	16	-5	2%	-4%
Cc1csc2nc(O)c(C(=O)NCCCc3ccccc3)c(=O)n12	77%[activator]	-7%	.	?	.	.	-9%
C=CCOC(=O)C1=C(C)NC(C)=C(C(=O)OCC=C)C1c1cn(-c2ccccc2)nc1-c1ccco1	0%	?	-3	-34	-12	-1%	16µM*
CC(C(=O)N1CCCc2ccccc21)N1C(=O)c2ccccc2C1=O (stereo not given)	2%	-6%	-5	27	8	2%	-10%
CCOC(=O)c1cc(C(=O)Nc2ccccc2F)nn1C	8%	2%	37*	139	72*	2%	-20%
O=C(COC(=O)c1cc(=O)[nH]c2ccc(Br)cc12)c1ccccc1	-23%	7%	-1	-16	-3	0%	-20%
Cc1c(Cl)ccc2sc(NC(=O)CN3C(=O)c4ccccc4C3=O)nc12	3%	?	0	17	-9	0%	-13%

Screens from PubChem BioAssay.
